Screening results from PubChem.
N370S GC = N370S glucocerebrosidase modulation, Gaucher chaperone candidate | P04062 | N370S GC spleen homogenate, 4MU-glucoside fluorescence | Potency, µM (series often up to 59.4 µM), for inactives: top-dose activity change, negative = inhibition, most hits filed as inhibitors | actives 0.092% (n = 330,000);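 also: 0% = full enzyme activity and -100% = no enzyme basal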
KAT2A inh = GCN5L2 (KAT2A) acetyltransferase inhibition; actives 0.21% (n = 390,000); Potency, µM (highest dose often 58.9 µM), for inactives: at the highest dose activity change, negative = inhibition, actives largely listed as inhibitors; Q92830; GCN5L2 HAT assay, ThioGlo1 CoA-SH fluorescence; AID 504327
Target sequence (Q92830 whole entry, looked up): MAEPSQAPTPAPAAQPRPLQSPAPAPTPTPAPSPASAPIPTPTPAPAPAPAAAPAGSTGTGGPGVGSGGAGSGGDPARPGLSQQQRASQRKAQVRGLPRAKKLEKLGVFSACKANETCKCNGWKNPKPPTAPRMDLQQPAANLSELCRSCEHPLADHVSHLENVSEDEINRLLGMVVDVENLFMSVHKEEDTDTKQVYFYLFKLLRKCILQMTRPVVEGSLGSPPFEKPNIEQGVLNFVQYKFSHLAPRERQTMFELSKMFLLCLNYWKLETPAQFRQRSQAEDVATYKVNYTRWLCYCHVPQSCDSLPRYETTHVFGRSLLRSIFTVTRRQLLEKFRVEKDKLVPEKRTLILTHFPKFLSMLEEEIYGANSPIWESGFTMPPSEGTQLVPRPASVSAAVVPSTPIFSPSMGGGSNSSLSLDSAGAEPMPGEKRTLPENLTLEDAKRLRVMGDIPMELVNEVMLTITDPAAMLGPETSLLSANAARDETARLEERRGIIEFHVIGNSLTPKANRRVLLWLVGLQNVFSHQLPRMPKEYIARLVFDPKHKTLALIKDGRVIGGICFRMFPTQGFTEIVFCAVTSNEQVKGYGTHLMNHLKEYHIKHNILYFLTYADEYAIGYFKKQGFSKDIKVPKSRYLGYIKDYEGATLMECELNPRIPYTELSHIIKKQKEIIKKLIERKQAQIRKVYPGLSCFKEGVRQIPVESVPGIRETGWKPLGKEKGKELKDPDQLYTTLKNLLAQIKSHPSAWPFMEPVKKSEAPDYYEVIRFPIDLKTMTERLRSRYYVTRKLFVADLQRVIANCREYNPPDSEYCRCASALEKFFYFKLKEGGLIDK
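GCN5L2 (20 nM) in 50mM HEPES pH 7.5, 0.1mM EDTA, 0.01% Tween-20 preincubated 15 min with compounds at room temperature. Reaction started with H3(1-25) 75uM, acetyl-CoA 70uM, ThioGlo1 50uM; CoA-thiol fluorescence (Ex340/Em540) read at 0 and 20 min.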
FEN1 inhibitor = inhibitors of human flap endonuclease 1; P39748; Recombinant FEN1 flap cleavage, fluorescence, 15 min; actives 0.35% (n = 390,000); Potency, µM (highest dose often 114 µM), inactives show at the highest dose activity change, negative = inhibition, actives largely listed as inhibitors; AID 588795; also: nearly all actives have a fitted effect of over 65% in size
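FEN1 at 10 nM preincubated with compounds 15 min at room temperature, then flap DNA substrate added at 50 nM final. Signal read at 0 and 15 min; concentration-response fitted with four-parameter Hill equation.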
* = called active by the depositor; ? = inconclusive; nt = no result given; & = joins results of further samples; [ ] = remark or other dose. Calls follow the shape of the dose curve; as a rule, active = well fitted curve in the direction sought with a large enough effect; inconclusive = small, poorly fitted or top-dose-only effect, or another doubt; inactive = no such curve, though single readings can be large; an effect the other way counts as inactive or inconclusive. Unless noted, % is scaled to controls: 0 for no effect and ±100 for the full control effect; potency is read from the fitted curve at half-maximal effect. This is a subset; rates above refer to the full screens.

nr | N370S GC | KAT2A inh | FEN1 inhibitor | Compound
1 | ? | ? | 10% | COc1c(C)oc2cc(O)ccc2c1=O
2 | 7% | -2% | 5% | Cn1nc(CC(=O)NC2CCCCC2)c2ccccc2c1=O
3 | nt | -5% | 16% | COc1ccc(NCc2cc3cc4c(cc3n(CC(=O)Nc3cc(C)ccc3C)c2=O)OCCO4)cc1
4 | 3% | 7% | -18% | CCCSc1cc(NCCOC(C)=O)c([N+](=O)[O-])c2nonc12
5 | -26% | -7% | 6% | Cc1nc2sc(C(c3cccc(F)c3)N3CC(C)OC(C)C3)c(O)n2n1 (stereo not given)
6 | -29% | -4% | -12% | COc1ccc(C(C)=O)cc1CC(=O)N(Cc1ccccc1)c1ccccc1
7 | nt | 0% | 3% | CCOC(=O)c1cc(-c2ccc(C)cc2)n(CC(=O)NC2CCCCCC2)c1C
8 | 2% | -7% | 19% | O=C(NC1CCCN(Cc2ccc(Cl)cc2)C1)C1CCC1 (stereo not given)
9 | -3% | -6% | 4% | COc1ccc(/C=N/NS(=O)(=O)c2ccc(F)cc2)cc1CN1CCSCC1
10 | -19% | ? | 0% | O=C1COc2ccc(C(=O)COc3ccc([N+](=O)[O-])cc3)cc2N1
11 | 1% | -8% | -15% | O=C(CCn1c(=S)[nH]c2ccccc2c1=O)Nc1ccc(F)cc1
12 | 12% | -3% | -1% | O=C(C1CC1)N1CCc2cc(S(=O)(=O)NCC3COc4ccccc4O3)ccc21 (stereo not given)
13 | ? | -10% | -1% | Cc1c(CCC(=O)NCCCn2ccnc2)c(=O)oc2c(C)c3occ(C(C)(C)C)c3cc12
14 | nt | -2% | -6% | CCn1nnc2cc(C(=O)N(CCOC)CC(=O)Nc3cccc(C)c3C)ccc21
15 | 0% | -4% | 4% | O=C1CC(N2CCN(c3cccc(C(F)(F)F)c3)CC2)C(=O)N1c1ccccc1 (stereo not given)
16 | -8% | 2%&-4% | 3%&-1% | Cc1cc(C)n2nc(CNS(=O)(=O)c3ccc(F)cc3)nc2n1
17 | -10% | 2% | -15% | CC(C)c1ccc(NC2CCCN(C(=O)CSc3nncn3C)C2)cc1 (stereo not given)
18 | 0% | 2% | 0% | Cc1sc(NC(=O)CN2CCN(c3ccccn3)CC2)c(C#N)c1C
19 | 7% | -2% | -10% | NC(=O)/C(=C\c1cccnc1)NC(=O)c1ccccc1
20 | nt | -3% | -4% | O=C(NCCc1ccc(C(F)(F)F)cc1)c1ccc2c(c1)OCO2
21 | nt | 7% | 17% | COc1ccc(NC(=O)CCNS(=O)(=O)c2ccc3c(c2)CCCC(=O)N3)cc1Cl
22 | nt | -3% | -8% | COc1cccc(CNC(=O)c2sc3nc[nH]c(=O)c3c2C)c1
23 | 2% | -4%[0.501 µM] | 13% | CCOC(=O)c1c(NC(=S)Nc2ccc(F)cc2)sc2c1CCC2
24 | nt | 0% | ? | Cc1cccc(-c2nc3scc(CCNS(=O)(=O)c4ccc(F)cc4C)n3n2)c1
25 | 2% | -4% | 6% | COc1ccccc1NC(=O)c1ccc2[nH]c(C)c(C)c2c1
26 | nt | 3% | 17% | COc1cc(OC)c(Nc2ncnc3onc(-c4cccc(Cl)c4)c23)cc1Cl
27 | -2% | 0% | 8% | O=C(CC1C(=O)NCCN1Cc1c(F)cccc1Cl)NC1CCCC1 (stereo not given)
28 | 1% | -6% | 0% | CC(OC(=O)/C=C/c1ccc(Br)cc1)C(=O)N1CCOCC1 (stereo not given)
29 | nt | 0% | -9% | Cc1ccc(NC(=O)CN2C(=O)CC(c3ccc(C)c(C)c3)=Nc3ccccc32)cc1
30 | -6% | -11% | -5% | Cc1cc2c(Nc3cccc(O)c3)ncnc2s1
31 | 1% | -7% | -9% | CCC(Sc1nnc(-c2ccco2)n1C)C(=O)Nc1nnc(C)s1 (stereo not given)
32 | 2% | -7% | 2% | CCN1CCN(c2ccc([N+](=O)[O-])cc2C(=O)c2ccc(Cl)cc2)CC1
33 | -5% | -8% | -5% | Cc1c(/C=N/NC(=O)CNc2ccccc2)c2ccccn2c1C(=O)c1ccc(Cl)cc1
34 | nt | -11% | 27% | Cn1cccc1C(=O)OCC(=O)NCCc1ccc(S(N)(=O)=O)cc1
35 | nt | -9% | 6% | CS(=O)(=O)c1ncc(Cl)c(C(=O)Nc2c(C(=O)c3ccc(Cl)cc3)oc3ccccc23)n1
36 | 9% | 10% | 1% | S=C(Nc1ccc(Cl)c(Cl)c1)NC1CCCCC1
37 | -2% | 0% | 15% | COc1ccccc1CN1CC(C(=O)N2CCC(OC)CC2)CCC1=O (stereo not given)
38 | ? | -2% | -11% | Cc1ccc(NC(=O)Nc2cc(C)on2)cc1
39 | -2% | 0% | -22% | Cc1occc1C(=O)N/N=C/C1=C(N2CCOCC2)C(=C\c2ccc(Cl)cc2Cl)/CC1
40 | ? | -15% | -15% | CC(C)CS(=O)(=O)C1=NSC2=NC(=O)/C(=C\c3ccc(OC(=O)c4ccco4)cc3)C(=N)N21

22 of the compounds above, bar-delimited.
entry | Structure | N370S GC | KAT2A inh | FEN1 inhibitor
19 | NC(=O)/C(=C\c1cccnc1)NC(=O)c1ccccc1 | 7% | -2% | -10%
20 | O=C(NCCc1ccc(C(F)(F)F)cc1)c1ccc2c(c1)OCO2 | nt | -3% | -4%
21 | COc1ccc(NC(=O)CCNS(=O)(=O)c2ccc3c(c2)CCCC(=O)N3)cc1Cl | nt | 7% | 17%
22 | COc1cccc(CNC(=O)c2sc3nc[nH]c(=O)c3c2C)c1 | nt | -3% | -8%
23 | CCOC(=O)c1c(NC(=S)Nc2ccc(F)cc2)sc2c1CCC2 | 2% | -4%[0.501 µM] | 13%
24 | Cc1cccc(-c2nc3scc(CCNS(=O)(=O)c4ccc(F)cc4C)n3n2)c1 | nt | 0% | ?
25 | COc1ccccc1NC(=O)c1ccc2[nH]c(C)c(C)c2c1 | 2% | -4% | 6%
26 | COc1cc(OC)c(Nc2ncnc3onc(-c4cccc(Cl)c4)c23)cc1Cl | nt | 3% | 17%
27 | O=C(CC1C(=O)NCCN1Cc1c(F)cccc1Cl)NC1CCCC1 (stereo not given) | -2% | 0% | 8%
28 | CC(OC(=O)/C=C/c1ccc(Br)cc1)C(=O)N1CCOCC1 (stereo not given) | 1% | -6% | 0%
29 | Cc1ccc(NC(=O)CN2C(=O)CC(c3ccc(C)c(C)c3)=Nc3ccccc32)cc1 | nt | 0% | -9%
30 | Cc1cc2c(Nc3cccc(O)c3)ncnc2s1 | -6% | -11% | -5%
31 | CCC(Sc1nnc(-c2ccco2)n1C)C(=O)Nc1nnc(C)s1 (stereo not given) | 1% | -7% | -9%
32 | CCN1CCN(c2ccc([N+](=O)[O-])cc2C(=O)c2ccc(Cl)cc2)CC1 | 2% | -7% | 2%
33 | Cc1c(/C=N/NC(=O)CNc2ccccc2)c2ccccn2c1C(=O)c1ccc(Cl)cc1 | -5% | -8% | -5%
34 | Cn1cccc1C(=O)OCC(=O)NCCc1ccc(S(N)(=O)=O)cc1 | nt | -11% | 27%
35 | CS(=O)(=O)c1ncc(Cl)c(C(=O)Nc2c(C(=O)c3ccc(Cl)cc3)oc3ccccc23)n1 | nt | -9% | 6%
36 | S=C(Nc1ccc(Cl)c(Cl)c1)NC1CCCCC1 | 9% | 10% | 1%
37 | COc1ccccc1CN1CC(C(=O)N2CCC(OC)CC2)CCC1=O (stereo not given) | -2% | 0% | 15%
38 | Cc1ccc(NC(=O)Nc2cc(C)on2)cc1 | ? | -2% | -11%
39 | Cc1occc1C(=O)N/N=C/C1=C(N2CCOCC2)C(=C\c2ccc(Cl)cc2Cl)/CC1 | -2% | 0% | -22%
40 | CC(C)CS(=O)(=O)C1=NSC2=NC(=O)/C(=C\c3ccc(OC(=O)c4ccco4)cc3)C(=N)N21 | ? | -15% | -15%

Remaining list, next part.
nr | N370S GC | KAT2A inh | FEN1 inhibitor | Compound
41 | nt | 2% | 3% | COc1ccc2c(C)cc(SCC(=O)NCC3CCCO3)nc2c1 (stereo not given)
42 | 0% | 0% | -2% | Cc1ccc(N(C(=O)c2ccco2)C(C(=O)NC2CCCC2)c2cccnc2)cc1 (stereo not given)
43 | -1% | -6% | 12% | CCOC(=O)C1CCN(c2cc3c(cc2NC(=O)c2ccccc2)n(C)c(=O)n3C)CC1
44 | nt | -18% | 0% | CCCCN(C)c1ncnc2c1cnn2-c1cccc(Cl)c1
45 | 2% | -4% | -26% | CC(C)C[C@H](NC(=O)c1nc[nH]c1C(=O)N1CCN(C(=O)OC(C)(C)C)CC1)C(=O)OCc1ccccc1
46 | 2% | -6% | 9% | Cc1cc(NC(=O)CCCC(=O)NCc2cccs2)no1
47 | 1% | 2% | nt | Cc1c(Cl)ccc2c(C(=O)NC(C)c3ccncc3)cc(-c3ccncc3)nc12 (stereo not given)
48 | -7% | -5% | 18% | O=C(NCC(=O)N(c1cccnc1)C(C(=O)NC1CCCCC1)c1ccccc1F)c1ccco1 (stereo not given)
49 | -3% | 0% | 14% | COc1ccc(N(C)C2=NS(=O)(=O)c3ccccc32)cc1
50 | -1% | -1% | -6% | Cc1ccc(C(=O)OCC(=O)Nc2ccc(S(N)(=O)=O)cc2)c(O)c1
51 | nt | -6% | -10% | O=c1c(S(=O)(=O)c2ccccc2)cn(Cc2cccc(F)c2)c2cc(N3CCOCC3)c(F)cc12
52 | nt | -8% | -7% | CC(C)(C)C(=O)Nc1ccc(Cl)c(-c2nc3ccccc3[nH]2)c1
53 | -4% | -3% | 12% | CC1C(=O)N2CCCc3cc(S(=O)(=O)NCCc4ccccc4)cc1c32 (stereo not given)
54 | 3% | -4% | -14% | Nc1c(N(CCC2=CCCCC2)C(=O)C2CC2)c(=O)[nH]c(=O)n1Cc1ccccc1
55 | 3% | -1% | -10% | CC(C)CN(C(=O)COC(=O)C12CC3CC(CC(O)(C3)C1)C2)C1CCS(=O)(=O)C1 (stereo not given)
56 | -3% | 2% | 2% | CS(=O)(=O)NCCSCc1ccccc1
57 | 13% | 2% | -15% | CCOC(=O)c1c(NC(=S)N2CCOCC2)sc2c1CCN(C(=O)OCC)C2
58 | 3% | 0% | -6% | Cc1c(-n2cc(C(=O)c3cc(F)ccc3O)cc(C#N)c2=O)c(=O)n(-c2ccccc2)n1C
59 | -1% | -5% | -3% | CCOC(=O)CNC(=O)c1ccc(C#CC2(O)CCCCC2)cc1
60 | -15% | 0% | 1% | CN(C)c1ccc(C(CNC(=O)Cc2cccc3ccccc23)N(C)C)cc1 (stereo not given)

Compounds listed so far that have a cyano group:
nr | N370S GC | KAT2A inh | FEN1 inhibitor | Compound
18 | 0% | 2% | 0% | Cc1sc(NC(=O)CN2CCN(c3ccccn3)CC2)c(C#N)c1C
58 | 3% | 0% | -6% | Cc1c(-n2cc(C(=O)c3cc(F)ccc3O)cc(C#N)c2=O)c(=O)n(-c2ccccc2)n1C

The list continues.
nr | N370S GC | KAT2A inh | FEN1 inhibitor | Compound
61 | -6%&-3% | 2%&2% | -7%&-2% | Cc1ccc(C(=O)C[n+]2cc(-c3ccccc3)n3c2CCCCC3)cc1
62 | 2% | -5% | -13% | CN(c1ccccc1)S(=O)(=O)c1ccc(C(=O)Nc2nnc(C3=COCCO3)o2)cc1
63 | 0% | 4% | -14% | CN(C(=O)CSc1nnc(N)s1)C1CCCCC1
64 | -10% | -5% | 11% | CCNc1nc(OCC)nc(N2CCC(Cc3ccccc3)CC2)n1
65 | ? | ? | -19% | Cc1ccc(-c2nc3c(c(=O)c4ccccc4n3C)c(=O)n2Cc2ccco2)cc1
66 | 7% | 4% | -23% | Oc1ccccc1/C=N/n1c2ccccc2c2ccccc21
67 | 2% | -10% | 4% | COc1ccc2[nH]c(C(=O)NCCN3CCOCC3)cc2c1
68 | -1% | -4% | -2% | CC(=O)c1cccc(CN2CCCC(N3CCN(c4ccccc4F)CC3)C2)c1 (stereo not given)
69 | -4% | 8% | nt | CC(=O)c1ccc(OC(=O)c2cc3ccccc3oc2=O)cc1
70 | -5% | -4% | -6% | CCCCCCc1nc2ccccc2c(=O)n1NC(=O)c1c(O)c2c(n(CC(C)C)c1=O)CCCC2
71 | -6% | -4% | -17% | COc1cccc(NC(=O)Nc2ccccc2SC)c1
72 | 19% | -1% | 5% | Cc1cccc(N(CC(=O)Nc2c(C)n(C)n(-c3ccccc3)c2=O)S(C)(=O)=O)c1
73 | -1% | -4% | 10% | CC(=O)Nc1ccc(N2C(=O)CC(c3ccccc3)CC2=O)cc1
74 | nt | -2% | -23% | COc1ccc(-n2nc(C(=O)N3CCN(c4cccc(C)c4)C(C)C3)c3c4ccccc4n(C)c3c2=O)cc1Cl (stereo not given)
75 | 14% | 0% | -7% | Brc1ccc2ncnc(NCc3cccnc3)c2c1
76 | nt | -6% | 20% | Cc1ccc(NC(=O)Cn2ccn(-c3ccccc3)c(=O)c2=O)cc1
77 | -8% | -6% | -19% | CCOc1ccc(OCC(O)CN2CCc3ccccc3C2)cc1 (stereo not given)
78 | nt | -4% | 16% | CC(=O)c1sc(NC(=O)CN2C(=O)C3CCCCC3C2=O)nc1-c1ccccc1 (stereo not given)
79 | -18% | -2% | 0% | O=C(CSc1ncnc2nc[nH]c12)c1ccc([N+](=O)[O-])cc1
80 | 4% | -14% | -15% | CSC1=NCCN1C(=O)c1ccc(S(=O)(=O)N(C)C)cc1
